Bioassay records deposited in PubChem BioAssay by several laboratories.
DAX1 inh-1 – NR0B1 (DAX1) inhibition. P51843. HEK293 Gal4-DAX1 luciferase reporter, luminescence. inhibition, % at 6.75 µM. 0.99% of 340,000 active. AID 504766;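 active = inhibition above the mean over all tested compounds plus 3 SD, cut at about 4.2% in these data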;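 note: 0% = DAX1-transfected cells with DMSO and 100% = empty-vector control cells with DMSO; inhibition shows as a rise in luminescence from relieved DAX1 repression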
Target sequence (P51843 207-470 limits assumed): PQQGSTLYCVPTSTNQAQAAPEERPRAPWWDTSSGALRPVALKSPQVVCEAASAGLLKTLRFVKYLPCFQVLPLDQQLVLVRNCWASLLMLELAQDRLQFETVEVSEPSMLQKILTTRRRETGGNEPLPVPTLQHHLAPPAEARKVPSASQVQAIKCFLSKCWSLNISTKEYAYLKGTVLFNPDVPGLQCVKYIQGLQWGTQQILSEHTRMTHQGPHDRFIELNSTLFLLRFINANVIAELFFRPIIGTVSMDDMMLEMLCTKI
MBD2 inh – MBD2-methylated oligo binding inhibition; Q9UBB5; TR-FRET, MBD2 binding to methylated oligonucleotide; inhibition, % at 4.4 µM; 0.31% of 370,000 active; in the data active = inhibition above about 13%
hgDAF-12 ag – activates the H. glycines DAF-12 receptor ligand-binding domain. HEK293 GAL4-hgDAF12 UAS-luciferase reporter, agonist luminescence; normalized to butyrate control. AID 687014. activation, % at 6.8 µM. 1.8% of 370,000 active;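 active = activation above a cutoff set at the mean of all screened compounds plus 3 SD, cut at about 10% in these data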;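 note: 0% = DMSO wells and 100% = sodium butyrate wells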
DAX1 inh-2 – DAX1 (NR0B1) inhibition, primary screen | AID 652010 | inhibition, % at 6.8 µM | HEK293T StAR-luciferase reporter, SF-1/DAX-1 repression relief | 1.1% of 370,000 active;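 active = inhibition above the mean over all tested compounds plus 3 SD, cut at about 3.6% in these data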;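 note: 0% = DAX-1 cells with DMSO and 100% = cells lacking DAX-1 with DMSO; higher inhibition means more luminescence from relief of DAX-1 repression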
ADAM17 inh – inhibitors of human ADAM17 | recombinant ADAM17, EDANS/DABCYL FRET peptide cleavage | inhibition, % at 6.95 µM | 0.83% of 370,000 active | AID 720648;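 active = inhibition above the mean of compounds lying between control limits plus 3 SD, set per campaign, cut at about 8.5% in these data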;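 note: 0% = DMSO-only wells as the low control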
Target sequence (P78536 215-824 limits assumed): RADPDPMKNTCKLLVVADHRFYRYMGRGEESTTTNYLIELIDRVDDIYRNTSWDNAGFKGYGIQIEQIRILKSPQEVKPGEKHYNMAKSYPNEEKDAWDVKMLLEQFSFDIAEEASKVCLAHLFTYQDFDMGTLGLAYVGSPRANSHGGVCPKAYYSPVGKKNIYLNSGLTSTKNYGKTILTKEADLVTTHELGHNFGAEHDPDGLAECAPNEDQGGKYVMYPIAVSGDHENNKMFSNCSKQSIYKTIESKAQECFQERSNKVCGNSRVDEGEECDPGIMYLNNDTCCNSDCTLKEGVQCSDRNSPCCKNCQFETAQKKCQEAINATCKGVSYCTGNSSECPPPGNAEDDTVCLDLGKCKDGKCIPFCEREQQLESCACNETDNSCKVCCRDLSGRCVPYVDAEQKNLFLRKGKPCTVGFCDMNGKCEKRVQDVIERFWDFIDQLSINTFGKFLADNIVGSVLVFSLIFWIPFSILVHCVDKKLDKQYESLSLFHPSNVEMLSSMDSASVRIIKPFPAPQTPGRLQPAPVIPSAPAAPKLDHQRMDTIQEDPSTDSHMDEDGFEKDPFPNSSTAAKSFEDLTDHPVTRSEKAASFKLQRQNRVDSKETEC
hcDAF-12 act – activates DAF-12 receptor from parasite H. contortus; HEK293 hcDAF-12 lit1-tk-luc reporter, luminescence; 0% DMSO, 100% Δ7-dafachronic acid; activation, % at 6.8 µM; 1.4% of 370,000 active;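 active = activation above the mean of all tested compounds plus 3 SD, cut at about 5.5% in these data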;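 note: 100% = response to 3 µM Δ7-dafachronic acid high control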
PLC-gamma1 inh – inhibitors of human phospholipase C gamma1; P19174; purified PLC-gamma1, fluorogenic substrate, fluorescence; inhibition, % at 12.2 µM; 0.84% of 370,000 active; AID 720700; in the data active = inhibition above about 9.5%
ssDAF12 agonist – activates DAF-12 receptor from parasite S. stercoralis. 1% of 370,000 active. HEK293 ssDAF-12/GRIP1 lit1-tk-luc reporter, luminescence; % of 3 µM dafachronic acid response. activation, % at 6.8 µM;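 active = activation above the mean over all tested compounds plus 3 SD, cut at about 0.9% in these data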;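 note: 0% = DMSO-only wells and 100% = 3 µM delta7-dafachronic acid wells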
PLCb3 inh – blocks human PLC-beta3 enzyme activity; Q01970; Purified PLC-beta3, fluorogenic substrate, fluorescence; inhibition, % at 12.2 µM; 0.18% of 370,000 active; AID 720704; in the data active = inhibition above about 11%;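 note: 0% = median of compound wells on plate and 100% = full blocker control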
NR1D1 modulator – modulators of human Rev-erb alpha DNA binding | activity, % at 10 µM | Rev-erbα–FITC-DNA binding, fluorescence polarization, 90 min | P20393 | AID 1259318 | 0.79% of 370,000 active;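 active = activity above about 14%, limit read from the data; passing the limit was not always enough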;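 note: 0% = DMSO wells with 35 nM protein and 100% = DMSO wells with 750 nM protein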
SMARCA2 activ – activators of SMARCA2 function; 1% of 370,000 active; activation, % at 9.1 µM; MG213 cells, MMTV-luciferase reporter, dexamethasone, overnight; AID 652017; in the data active = activation above about 7.8%;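 note: 0% = vehicle wells and 100% = reference activator wells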
Active calls of the source: *; i = inactive; · = not tested or not shown. Hits appear at their usual frequency; overall some 7.4% were active at least once.

SMILES | DAX1 inh-1 | MBD2 inh | hgDAF-12 ag | DAX1 inh-2 | ADAM17 inh | hcDAF-12 act | PLC-gamma1 inh | ssDAF12 agonist | PLCb3 inh | NR1D1 modulator | SMARCA2 activ
Cc1ccccc1NC(=O)CNc1ccc(Cl)c(C(F)(F)F)c1 | -1.4 | -5 | -1.7 | 0.2 | 7 | 0.6 | 13* | -0.6 | 16* | 3 | -4
CC(C)c1ccc(NS(=O)(=O)c2ccc(Cl)nc2)cc1 | -0.1 | 2 | 2.6 | 0.2 | 2 | -1.0 | 4 | -1.9 | 2 | -2 | 1
Cc1ccc(F)cc1C(=O)N1CCCCC1c1cc(C(=O)Nc2ccc(F)c(Cl)c2)no1 (stereo not given) | · | 4 | -1.4 | -2.1 | -5 | -1.6 | 7 | -0.9 | -9 | -1 | -3
Clc1ccc(-n2nnnc2SCc2c(-c3ccccc3)nc3sccn23)cc1 | 0.5 | -5 | 1.3 | 0.8 | -12 | -0.7 | -2 | -1.2 | 0 | -2 | 1
N=C1/C(=C\c2coc3ccccc3c2=O)C(=O)N=C2SC=CN12 | -1.2 | -6 | 0.9 | -0.3 | -19 | 4.8 | -97 | 0.6 | -155 | 11 | -3
COc1cc2c(cc1OC)CN(C(=O)COc1ccc(C#N)cc1)CC2 | 0.2 | -8 | -3.3 | -0.4 | -5 | 0.8 | -10 | -1.3 | -12 | 3 | 3
Clc1ccccc1NN(Cc1ccncc1)c1ccccc1Cl | 0.6 | 3 | 0.2 | -0.7 | 5 | -0.2 | 4 | -1.6 | 0 | 18* | 0
COc1ccc(S(=O)(=O)N2CCOCC2)cc1NC(=O)CCc1cc(OC)c(OC)c(OC)c1 | 0.0 | -3 | 0.0 | 0.6 | -3 | -0.8 | -2 | -1.1 | -5 | -1 | -3
COC(=O)c1c(NC(=O)CN2C(=O)NC3(CCc4ccccc4C3)C2=O)sc2c1CCCCC2 (stereo not given) | -0.6 | -1 | 0.4 | -0.4 | -2 | -2.0 | -2 | -1.1 | -2 | 30* | 1
CCOC(=O)CSc1nc(C)cc(C)n1 | 0.3 | 1 | -2.2 | 0.7 | 1 | -2.7 | -2 | -0.9 | -1 | -6 | -1
C/C=C(\C)C(=O)O[C@H](c1cc2ccc(=O)oc2cc1OC)[C@@H](O)C(C)(C)O | -1.2 | 0 | 1.2 | 0.3 | -76 | 1.0 | -27 | -1.0 | -44 | -2 | 0
CCOC(=O)c1ccc(NC(=O)c2nc[nH]c2C(=O)NCCCNC(=O)c2[nH]cnc2C(=O)Nc2ccc(C(=O)OCC)cc2)cc1 | -0.1 | -1 | -0.9 | 0.2 | -1 | -1.2 | 1 | -0.9 | 4 | 4 | -1
Cn1c(CC2C(=O)Nc3ccc(Br)cc32)nc2ccccc2c1=O (stereo not given) | -1.2 | 1 | 0.3 | -1.3 | -2 | 2.7 | -20 | -0.8 | -21 | 6 | 1
COc1ccc(C(C(=O)Nc2ccc(C(C)C)cc2)N(C)C(=O)CNC(C)=O)cc1 (stereo not given) | -1.5 | 0 | -0.7 | -0.9 | -1 | 0.2 | 2 | -1.1 | 2 | 1 | 1
COc1ccc(-c2cn(Cc3ccc4c(c3)C(=O)c3ccccc3C4=O)nn2)cc1 | 1.2 | -1 | 3.9 | -0.1 | 1 | 0.3 | 1 | -1.6 | 0 | -2 | 0
CN(C)CCNC(=O)c1cccc(-c2cnc3c(NC=O)cc(-c4ccccc4F)cn23)c1 | · | 3 | -0.2 | 1.8 | -4 | -0.6 | -70 | -1.3 | -113 | -7 | 4
O=C1COc2ccc(NC(=O)c3ccccc3C(=O)O)cc2N1 | -1.6 | 2 | -0.5 | 0.3 | -6 | -1.4 | -2 | -1.2 | -6 | 0 | -2
CC(CCc1ccco1)NC(=O)Cn1ncc2c1-c1ccccc1OC2 (stereo not given) | 1.0 | -4 | -1.8 | 1.9 | -1 | -1.8 | -1 | -1.5 | -1 | -3 | -1
C[C@@H]1CN([C@H](C)CO)C(=O)c2cc(Br)cnc2O[C@H]1CN(C)Cc1ccccc1F | · | 2 | 0.3 | 0.3 | -2 | 0.1 | 2 | -1.2 | 3 | 12 | -4
CC(C)NC(=O)CC(=O)N/N=C/c1ccc(F)cc1 | 0.7 | -4 | -1.1 | 0.3 | 1 | -1.2 | -1 | -1.5 | 1 | 1 | 6
C/C(N)=N\S(=O)(=O)c1ccc(Cl)cc1 | 0.8 | 4 | -2.5 | -0.4 | -6 | 0.2 | 2 | -1.6 | -1 | 7 | -1
CCOc1ccc(CCNC(=O)c2ccc(CNS(=O)(=O)c3ccccc3)cc2)cc1OCC | -2.7 | 1 | -4.7 | -1.1 | 3 | -3.9 | 1 | -2.3 | 2 | -4 | -2
O=C1CSC(c2ccc(Cl)cc2)N1Nc1nc(N2CCOCC2)nc(N2CCOCC2)n1 (stereo not given) | 0.6 | 0 | -2.8 | -0.9 | 1 | -1.6 | 2 | -1.5 | 3 | 7 | 3
C#CCOCCOCCOCCNc1nc(N2CCN(C(=O)[C@H](CCCN=C(N)N)n3cc(C(N)[C@@H](C)CC)nn3)CC2)nc(N2CCN(C(=O)[C@H](CCC(=O)O)n3cc([C@@H](N)CO)nn3)CC2)n1 (stereo not given in full) | -0.5 | 3 | 2.7 | -0.3 | -5 | 0.7 | -2 | -1.4 | -2 | -6 | -4
C=C(C)COc1ccc2c(C)c(CCC(=O)N3C[C@H]4C[C@@H](C3)c3cccc(=O)n3C4)c(=O)oc2c1 | -0.1 | 0 | -0.7 | 0.0 | -168 | -1.4 | -70 | 0.1 | -86 | -6 | 6

Record cards, from the list above.
`C[C@@H]1CN([C@H](C)CO)C(=O)c2cc(Br)cnc2O[C@H]1CN(C)Cc1ccccc1F` reads DAX1 inh-1: ·; MBD2 inh: 2; hgDAF-12 ag: 0.3; DAX1 inh-2: 0.3; ADAM17 inh: -2; hcDAF-12 act: 0.1; PLC-gamma1 inh: 2; ssDAF12 agonist: -1.2; PLCb3 inh: 3; NR1D1 modulator: 12; SMARCA2 activ: -4
`O=C1COc2ccc(NC(=O)c3ccccc3C(=O)O)cc2N1` reads DAX1 inh-1: -1.6; MBD2 inh: 2; hgDAF-12 ag: -0.5; DAX1 inh-2: 0.3; ADAM17 inh: -6; hcDAF-12 act: -1.4; PLC-gamma1 inh: -2; ssDAF12 agonist: -1.2; PLCb3 inh: -6; NR1D1 modulator: 0; SMARCA2 activ: -2

Next structures follow:
SMILES | DAX1 inh-1 | MBD2 inh | hgDAF-12 ag | DAX1 inh-2 | ADAM17 inh | hcDAF-12 act | PLC-gamma1 inh | ssDAF12 agonist | PLCb3 inh | NR1D1 modulator | SMARCA2 activ
O=C(NCCCN1CCCC1=O)c1cc(S(=O)(=O)N2CCOCC2)ccc1Cl | 0.4 | 0 | -2.4 | -1.5 | -6 | -0.6 | -7 | -0.9 | -6 | 7 | -1
O=C(OC1CCOC1=O)C1CCN(S(=O)(=O)c2ccccc2)CC1 (stereo not given) | 1.3 | 7 | -1.0 | 0.2 | -6 | 1.0 | 0 | -1.3 | -3 | 1 | -1
CCCN=C1N(C)C[C@@H]2[C@@H]3C(=O)N(Cc4ccccc4)C(=O)[C@@H]3[C@](Cc3ccccc3)(C(=O)OC)N12 | 1.0 | 2 | 1.3 | -0.6 | 1 | -0.5 | -1 | -1.0 | 3 | 1 | 0
CC(=O)Nc1ccc(-c2ccnc3c2CC(C(=O)NCc2ccc(N4CCN(C)CC4)cc2)O3)cc1 (stereo not given) | · | 5 | 2.4 | 0.3 | 1 | -0.7 | 7 | -1.5 | 7 | 3 | -6
Cc1cccc(C(=O)NC2=NCCS2)c1 | 1.6 | 4 | 18* | 4.6* | -2 | 2.2 | -1 | 1.2* | -17 | 1 | 3
COc1ccccc1N(CC(=O)Nc1cccnc1)S(=O)(=O)c1ccccc1 | -0.5 | 1 | -2.1 | 0.3 | -3 | -1.0 | -2 | -1.6 | -1 | -1 | 0
O/N=C1/CCc2nonc2/C1=N/O | 0.0 | 0 | -0.1 | 0.4 | -1 | 0.0 | 3 | -1.4 | 4 | 5 | 2
CCOC(=O)c1cc(=O)n2nc(-c3ccc(C)cc3)nc2s1 | 0.2 | -2 | 2.1 | -0.1 | -3 | 0.9 | -1 | -0.5 | 0 | · | -3
CNC(=S)Nc1ccc2[nH]c(=O)[nH]c2c1 | 0.4 | 2 | -0.7 | -0.2 | -2 | -0.6 | -2 | -1.5 | 2 | -5 | 0
CCOC(=O)c1cnc2ccc(OCC)cc2c1N(C)Cc1ccccc1 | -0.4 | -6 | -0.1 | -1.9 | 9.4* | 0.9 | -2 | -1.6 | -2 | 7 | -2
CCOC(=O)CSc1nnc([C@H](C)NC(=O)OC(C)(C)C)o1 | 0.5 | -1 | 1.7 | -0.3 | -3 | -1.1 | 2 | -1.2 | 1 | -6 | 2
Cc1ccc(OCCCC(=O)Nc2ccc3c(c2)OCCO3)cc1 | 0.5 | 1 | -2.8 | -0.8 | -1 | -2.5 | -2 | -1.3 | -6 | 0 | -2
COc1cc(-c2noc(CCC(=O)NC3CCCC3)n2)cc(OC)c1OC | -1.2 | 3 | 2.1 | -0.4 | -3 | -2.6 | -1 | -1.5 | -7 | -6 | 0
CC(C)N1C(=O)C2C(c3ccccc3O)NC(C)(C(=O)O)C2C1=O (stereo not given) | 1.2 | -1 | -2.0 | 0.5 | -4 | 0.4 | -3 | -0.9 | 1 | 5 | 0
COc1cccc(OC)c1C(=O)Nc1ccccc1C(=O)N1CCCCCC1 | -0.2 | 10 | -0.7 | -1.2 | -4 | -2.2 | 9 | 0.4 | -4 | 0 | -1
Cc1ccc(C(=O)Nc2ccc(N3CCN(C)CC3)cc2)cc1C | 4.7* | 0 | 8.6 | 1.3 | -2 | 3.0 | 0 | -0.3 | -6 | 2 | 0
C[C@H]1CN([C@@H](C)CO)C(=O)CCCn2nncc2CO[C@@H]1CN(C)Cc1ccccc1C(F)(F)F | 0.6 | -3 | -2.4 | -0.5 | -4 | -0.8 | 2 | -0.6 | 1 | 0 | -2
O=C(c1ccco1)N1CCN(Cc2ccc(F)cc2)CC1 | 1.3 | 5 | -1.8 | 0.3 | -5 | 1.2 | -2 | -1.2 | -4 | -1 | -3
CCCC(C)NC(=O)Cc1ccc(Br)cc1 (stereo not given) | 0.6 | -1 | -0.1 | 0.5 | -1 | 0.2 | -1 | -1.4 | 3 | 0 | 3
O=C(Cc1ccccc1)N1CCCC1c1ccccc1 (stereo not given) | 1.4 | 3 | -2.1 | -0.3 | -2 | -2.5 | 3 | -1.3 | 7 | 2 | -4
COc1ccc(C(=O)C2CCCN(Cc3c[nH]c4ccccc34)C2)c(OC)c1 (stereo not given) | -1.0 | 1 | 4.7 | -0.3 | -2 | 3.7 | -1 | -0.1 | 2 | -2 | 0
Cc1ccc(C2CC(c3ccccc3)=NN2c2ccc(S(N)(=O)=O)cc2)cc1 (stereo not given) | · | 0 | -2.3 | -3.0 | i | -2.3 | i | -0.7 | i | -11 | -4
COc1ccc(C(C)(C)C)cc1S(=O)(=O)n1ccnc1C | 0.1 | -4 | -2.4 | 0.9 | -3 | -1.7 | 1 | -0.7 | 1 | 3 | 0
COc1ccc(-c2[nH]c(-c3ccccc3)nc2SCC(=O)Nc2nccs2)cc1 | 0.0 | -6 | 0.1 | 0.5 | 5 | -0.8 | 2 | -1.4 | 1 | -1 | -2
CCN(CC(=O)Nc1ccc(C)c(S(=O)(=O)N2CCOCC2)c1)Cc1ccccc1 | -0.3 | 0 | -0.7 | -2.0 | -2 | -1.5 | -4 | -1.2 | -8 | 2 | -2
